Source: PubChem BioAssay (several laboratories)
Hep lipid drop: inhibitors of hepatocyte lipid droplet formation, primary screen, imaging, high-throughput imaging, BODIPY stain. AML12 mouse hepatocytes, oleate lipid droplets. inhibition, % at 6.5 µM. 0.4% of 240,000 active;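 active = lipid droplet intensity inhibited by at least 50%, with more than 500 cells counted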
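Technique: fluorescence imaging, 20x objective, two fields per well / Assay system: AML12 hepatocytes (mouse) / Measure: % inhibition of lipid droplet signal / Doses: 6.5 µM single-point dosing / Incubation: overnight exposure / Reagent: 100 µM oleic acid challenge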
Myeloid diff 2: induction of myeloid progenitor differentiation, primary screen, cell-based, flow cytometry, MLPCN library. 1% of 360,000 active. ER-HoxA9 myeloid progenitors, lysozyme-GFP differentiation. AID 624256, 2012. calls only at 10 µM;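 active = normalized GFP-positive differentiation at or above the plate's own cutoff, the solvent-only control mean plus 3 SD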;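 also: cells exposed to compound for four days before flow analysis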
Insulin prom up: insulin promoter activators in MIN6 cells, imaging, high-content screening, mouse beta cells; MIN6 insulin promoter-GFP reporter; active compounds read high; z-score at 5 µM; 0.3% of 190,000 active;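 active = z-score above 3 at 5 µM with at least 500 cells counted in the well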
T cell HTS: modulators of CD8 T cell-vesicle binding, primary screen, mouse 2C CD8+ T cells, flow cytometry; AID 2052, 2009; 2C CD8+ T cell-vesicle binding; active compounds read low; 0.068% of 330,000 active; calls only at 7 µM;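 active = response, share of CD8 T cells binding vesicles, and their 90th percentile fluorescence all below set limits, cut at about 80% in these data, passing the limit was not always enough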
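Also added: QL9-peptide-loaded Drosophila micro-vesicles bearing Ld, ICAM-1 and B7-1; Test system: purified 2C TCR transgenic mouse naive CD8+ T cells; Measured by: cytometric PE anti-B7-1 and Alexa647 anti-CD8 signals after 1% paraformaldehyde fixation; Timing: binding step 1.5 h, 37 °C, antibody labelling 20 min, ice.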
Dynein cargo inh: inhibitors of GR-EGFP nuclear translocation, primary screen, dynein cargo transport inhibitor project, imaging, high-content, 3617.4 mouse cells; test concentration mostly 20 µM; stimulated with dexamethasone, 1 µM; active compounds read low; z-score, hits read low; 0.47% of 220,000 active; AID 1381, 2008;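 active = plate z-score of nuclear minus cytoplasmic receptor signal below a set negative limit, without overly bright fluorescence or cell loss, cut at about -3.5 in these data, passing the limit was not always enough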;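 also: z-score of nuclear minus cytoplasmic ring GR-EGFP intensity difference per well; some compounds called inactive have numbers as strong as hits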
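Buffer or medium: tetracycline-free induction medium containing charcoal-stripped FBS / Reagent: dexamethasone agonist, 1.0 µM final, for 30 min / Technique: automated 10x imaging of fixed Hoechst-stained cells / Times: induction 48 h, compound 1 h, agonist 30 min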
b-catenin transl: modulators of beta-catenin nuclear translocation, primary screen, imaging, HeLa cells, immunofluorescence, high-content; nuclear translocation activity, % at 5 µM; 0.3% of 190,000 active; AID 1665, 2009;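 active = nuclear translocation activity above 50% at 5 µM, with a well cell count of 50 or more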;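 also: per-cell ratio of nuclear to cytoplasmic median beta-catenin stain intensity; plate controls were DMSO negative control for no effect and GSK-3 inhibitor IX positive control for full effect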
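Technique: fluorescence imaging of beta-catenin antibody stain plus DAPI / Material: human HeLa cell line / Incubation: compound treatment 24 h, 37°C, 5% CO2 / Read-out basis: % activation of per-cell nuclear versus cytoplasmic median beta-catenin signal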
TNAP activators: human TNAP enzyme activators, primary screen, biochemical, luminescent, no phosphate acceptor, uHTS (AID 1001); purified TNAP, luminescent activation assay, no phosphate acceptor; higher activation fold means a stronger effect; Alkaline phosphatase, tissue-nonspecific isozyme (Homo sapiens); 0.03% of 200,000 active; activation fold at 20 µM; hits with a dose series show EC50 in µM; in the data active = activation fold from about 3, or a potency from the dose series; inactive = the rest, 99 in 100 with activation fold below about 1.6; also: many of its hits are not listed in these tables
MT stabilizer: microtubule stabilizers in HeLa cells, primary screen, imaging, high-content imaging. HeLa tubulin immunostaining HCS, 24 h; share of cells brighter than vehicle mean+2SD. % tubulin-high responders, % at 10 µM. 0.83% of 200,000 active. AID 2205, 2009;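 active = plate Z-score above 3 for both tubulin-high and condensed-nucleus cell shares, with cell loss under 80%, at 10 µM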;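 also: anti alpha tubulin signal scored within the nucleus-defined area of each cell; some results filed as inactive read as strong as hits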
human PMI inhibition: inhibitors of human PMI, primary screen, biochemical, fluorescence intensity, coupled assay (AID 1209); Mannose-6-phosphate isomerase (Homo sapiens); inhibition, % at 20 µM, or IC50 in µM where a hit was titrated; purified PMI enzyme, coupled fluorescence intensity; higher % means a stronger effect; 0.42% of 190,000 active; in the data active = inhibition above about 50%;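 also: plate controls were DMSO vehicle for no effect and wells lacking substrate for full effect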
Dynein cargo inh cytoplasmic EGFP: also measured in Dynein cargo inh; calls as there; z-score; measured here: cytoplasmic GR-EGFP intensity; active compounds read high
Dynein cargo inh nuclear GR-EGFP: further read-out of Dynein cargo inh, marked with its call; z-score; measured here: nuclear GR-EGFP intensity;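 lower value marks the stronger effect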
Dynein cargo inh cell count: second read-out of Dynein cargo inh, no call of its own (marks repeat the call); z-score; measured here: cell count per field
Insulin prom up cell count: recorded beside Insulin prom up, whose call it bears; cell count; measured here: cytotoxicity, nuclei count;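 total cells summed across four imaged fields per well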
Hep lipid drop cells 6.5 µM: further read-out of Hep lipid drop, marked with its call; cell count; measured here: cell count, cytotoxicity flag;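 cells counted across two imaged fields per well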
b-catenin transl cell count 5 µM: further read-out of b-catenin transl, marked with its call; cell count; measured here: cell count, cytotoxicity flag
T cell HTS vesicle-bound %: also measured in T cell HTS; calls as there; double positive events, %; measured here: CD8+ vesicle-bound cell fraction;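 binding gate set so that unloaded-vesicle control wells show 10% double positive cells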
MT stabilizer Hoechst-high %: also measured in MT stabilizer; calls as there; % Hoechst-high responders; measured here: nuclear condensation Hoechst responders;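 share of cells brighter than vehicle mean plus two SD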
MT stabilizer cytotoxicity %: recorded beside MT stabilizer, whose call it bears; toxicity, %; measured here: cytotoxicity by cell density;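 0% = mean cell density of plate MIN control wells and 100% = no cells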
Myeloid diff 2 GFP+ MAC1+ %: recorded beside Myeloid diff 2, whose call it bears; GFP+ MAC1+ double positive, %; measured here: differentiation confirmed by MAC1 staining
An asterisk follows results filed as active; i = inactive; . = no result given. The order is random; any-hit rate near 3%.

Start of the listing, in advance:
SMILES	Hep lipid drop	Hep lipid drop cells 6.5 µM	Myeloid diff 2	Myeloid diff 2 GFP+ MAC1+ %	Insulin prom up	Insulin prom up cell count	T cell HTS	T cell HTS vesicle-bound %	Dynein cargo inh	Dynein cargo inh cytoplasmic EGFP	Dynein cargo inh nuclear GR-EGFP	Dynein cargo inh cell count	b-catenin transl	b-catenin transl cell count 5 µM	TNAP activators	MT stabilizer	MT stabilizer Hoechst-high %	MT stabilizer cytotoxicity %	human PMI inhibition
Cc1oc2ccccc2c1CC(=O)NCCCN(C)C	18	705	i	0.3	-1.5	1185	i	31	0.24	-0.11	0.55	0.0033	-0.7	1328	.	.	.	.	.
O=C(NCCC1=CCCCC1)C(=O)NCCc1ccc(Cl)cc1	-5	516	i	0.9	0.27	1589	i	14	0.34	-0.33	0.87	-0.25	0.5	890	1.1	1.8	2.8	10	4%

The listing (from the top)
SMILES	Hep lipid drop	Hep lipid drop cells 6.5 µM	Myeloid diff 2	Myeloid diff 2 GFP+ MAC1+ %	Insulin prom up	Insulin prom up cell count	T cell HTS	T cell HTS vesicle-bound %	Dynein cargo inh	Dynein cargo inh cytoplasmic EGFP	Dynein cargo inh nuclear GR-EGFP	Dynein cargo inh cell count	b-catenin transl	b-catenin transl cell count 5 µM	TNAP activators	MT stabilizer	MT stabilizer Hoechst-high %	MT stabilizer cytotoxicity %	human PMI inhibition
Cc1oc2ccccc2c1CC(=O)NCCCN(C)C	18	705	i	0.3	-1.5	1185	i	31	0.24	-0.11	0.55	0.0033	-0.7	1328	.	.	.	.	.
O=C(NCCC1=CCCCC1)C(=O)NCCc1ccc(Cl)cc1	-5	516	i	0.9	0.27	1589	i	14	0.34	-0.33	0.87	-0.25	0.5	890	1.1	1.8	2.8	10	4%
O=C(c1ccc(C#Cc2ccccc2)o1)N1CCN(c2ccccn2)CC1	.	.	i	7.3	-1.2	1029	i	30	-0.42	-0.18	-0.073	0.33	-0.2	1163	0.9	1.2	1.2	4.1	6%
C/C(=N\Nc1cccc(C(=O)O)c1)c1cc2ccccc2o1	5	660	i	0.3	0.32	1207	i	20	-0.68	-0.29	-0.049	0.11	-0.4	1086	1.2	5.0	3.1	5.1	-66%
Cc1cc(C)cc(NC(=O)C2CCCN2C(=O)NC2CCCCC2)c1 (stereo not drawn)	0	753	i	0.8	-0.26	1428	i	15	-0.13	-0.24	0.55	-0.45	-1.6	1065	1.1	3.5	1.6	5.3	5%
COC(=O)c1sc(S(=O)(=O)N2CCN(CCO)CC2)c(C(=O)OC)c1C	1	694	i	0.2	-0.04	1281	i	54	-0.67	-0.34	0.19	0.57	-2.3	1105	1.1	4.3	3.2	5.8	-19%
CCOC(=O)CCC(=O)Nc1ccc([N+](=O)[O-])cc1C	2	668	i	0.4	1.2	1559	i	34	1.7	-0.0085	2.1	-2.3	-4.6	1021	1.1	2.3	2.2	15	2%
COC(=O)Nc1ccc(S(=O)(=O)N2CCN(c3ccc(F)cc3)CC2)cc1	-8	712	i	2.3	0.78	1255	i	23	-0.79	-0.24	-0.37	0.69	.	.	1	3.4	3.2	21	10%
Cc1ncoc1C(=O)N1CCCC(C(=O)c2ccc(Oc3ccccc3)cc2)C1 (stereo not drawn)	-12	690	i	0.4	-0.76	1293	i	62	-0.055	-0.33	-0.23	0.71	1.5	1070	1	3.3	2.0	4.9	6%
Brc1ccc(C2Nc3cccc4cccc(c34)N2)s1	-64	508	i	0.4	.	.	i	43	0.37	-0.21	0.24	0.36	-0.8	1116	1	3.3	1.1	5.9	-14%
COc1ccccc1C1CC(c2ccc(Br)cc2)=NN1C(=O)c1cccnc1 (stereo not drawn)	-1	594	i	1.7	-1.5	1328	i	38	-0.05	-0.22	0.17	-0.32	83*	299*	1	15*	46*	27*	10%
O=C(CN1CCOCC1)Nc1nc2ccc([N+](=O)[O-])cc2s1	15	705	i	0.5	-0.16	1417	i	45	-0.15	-0.33	-0.57	0.57	0.8	1479	1	2.5	1.6	6.6	16%
Cc1ccc2nc3n(c(=O)c2c1)CCC3	-2	786	i	6.6	-0.46	1196	i	65	-1.2	-0.21	-0.17	0.46	-0.8	1070	1.1	4.6	3.0	5.7	5%
COc1ccc(C(=O)CSc2nnc(CNc3nc(-c4ccccc4)cs3)n2C)cc1	.	.	i	1.3	-0.93	887	i	23	0.63	-0.29	0.44	0.054	-1.2	930	1.1	3.6	1.5	7.4	9%
Cc1ccc(-n2cnc3cc(NCc4cccs4)ccc32)cc1	-10	747	i	2.0	.	.	i	34	1.1	0.47	1.1	-1.2	-0.7	956	1.1	0.7	1.3	7.6	26%
Cc1ccc(C2CCN(C(=S)NC3CCCCC3)C2)cc1 (stereo not drawn)	2	667	i	0.5	0.06	1257	i	62	-0.3	-0.32	-0.26	0.46	-0.4	1166	1.1	3.1	2.2	2.6	16%
Cc1cc(C)n(CCCC(=O)O)n1	-3	688	i	0.8	1.9	1440	i	26	-0.94	-0.2	-0.054	0.16	2.0	914	1.1	4.3	2.3	7.1	5%
COC(=O)c1ccc(C(=O)OC)c(NC(=O)CN2CCN(c3ccccc3OC)CC2)c1	-15	651	i	1.5	-1.2	1851	i	16	0.5	-0.14	0.32	-1.1	-0.9	1158	0.9	3.1	1.1	0.9	16%
CC1=C(C(=O)OCC(Br)(Br)Br)C(c2ccc(Br)cc2)NC(=O)N1CCCC(=O)O (stereo not drawn)	5	709	.	.	-0.29	1066	.	.	0.25	-0.2	0.43	0.34	-3.2	559	1.1	3.2	2.5	9.9	-2%
CCNC(=O)NC(=O)CSc1cccc(C(F)(F)F)c1	.	.	i	7.3	0.55	1141	i	21	-0.2	-0.24	0.65	1.1	-1.5	874	0.9	4.4	2.3	8.1	-7%
CC(C)(C)c1nnc(NC(=O)C2CCN(c3ncccn3)CC2)s1	6	666	i	0.8	0.34	1280	i	22	1.4	1.8	1.3	-0.86	.	.	1.1	1.7	1.5	7.3	-4%
CC(=O)Nc1cc2c(nc1C)nc(C)n2Cc1ccc(Br)cc1	4	709	i	0.5	0.11	1069	i	30	0.26	-0.21	-0.67	0.31	-1.2	1033	1.1	3.0	1.8	6.5	10%
C=CCn1c(SCC(=O)NC23CC4CC(CC(C4)C2)C3)nc2cc(C(=O)O)ccc2c1=O	7	679	i	1.2	0.62	1118	i	43	-0.89	-0.17	-0.34	-0.22	-0.7	1098	1.1	4.3	3.3	2.3	-16%
O=C(Nc1nccs1)c1ccccc1[N+](=O)[O-]	-3	694	i	0.0	0.11	1461	i	4	-0.7	-0.25	-0.41	1.1	-1.3	1102	0.9	2.2	2.3	0.0	-6%
COC(=O)Cn1cc(/C=N/NC(=O)COc2cccc3cccnc23)c2ccccc21	-5	617	i	0.1	0.33	1413	i	50	-0.1	-0.24	-0.14	-0.23	0.4	1066	1.3	2.3	2.3	3.6	-4%
O=C(C1CCN(S(=O)(=O)c2ccccc2)CC1)N(CCc1ccccc1)Cc1ccco1	.	.	i	1.0	-0.58	1024	i	15	-1.4	0.047	-0.51	0.77	-5.1	877	1.1	2.9	2.8	7.9	6%
Cc1cc(NC(=O)Cc2cccs2)no1	2	671	i	1.2	0.03	1829	i	8	-0.87	-0.22	-0.19	0.44	-0.2	1138	1	1.6	2.4	36	-19%
O=C(Nc1cccc([N+](=O)[O-])c1)c1ccn[nH]1	-2	728	i	0.5	0.18	1243	i	8	-0.31	-0.3	-0.23	0.52	0.0	1039	1.1	1.8	1.7	2.6	3%
CC(C)c1ccc(N2C(=O)CC(Sc3nc4ccccc4o3)C2=O)cc1 (stereo not drawn)	.	.	i	0.3	.	.	i	22	-1.4	-0.19	-1	1	.	.	1.1	2.4	2.0	8.2	-9%
COc1cccc(CC(=O)Nc2nccs2)c1	.	.	i	4.5	0.28	1256	i	12	0.79	-0.11	0.86	0.17	-1.9	1134	1	1.6	3.5	6.9	7%
COc1ccc(Cl)cc1N(C(C)C(=O)NC1CCCC1)S(C)(=O)=O (stereo not drawn)	-12	675	i	0.2	-0.49	1663	i	57	0.17	-0.28	0.25	0.35	2.1	871	1	0.9	1.5	7.1	10%
CC(=O)Nc1ccc(NC(=O)CN(c2ccc(C(C)C)cc2)S(=O)(=O)c2ccccc2)cc1	8	685	i	0.9	0.32	1542	i	9	0.023	-0.26	-0.19	0.33	-0.2	967	0.9	3.2	2.4	0.5	11%
CCS(=O)(=O)N1CCC(C(=O)Nc2cccc(C(C)=O)c2)CC1	-19	474	i	1.5	0.45	2031	i	42	1.5	-0.17	0.96	-0.47	-1.3	1153	1.1	3.5	1.5	2.4	5%
